PI4K2A block: qHTS for small molecular inhibitors of PI4K2A. Phosphatidylinositol 4-kinase type 2-alpha (Homo sapiens), Q9BTU6. purified PI4K2A, ADP-Glo luminescence, 1 h; stronger effect = lower value. activity change, negative = inhibition, % at 76.9 µM. 0.13% of 420,000 active; in the data active means activity change below about -50%; inconclusive means mostly about -30% to -49%;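 further: -100% = wells without enzyme as full effect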
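In this quantitative HTS, ADP production by PI4K2A was quantified luminescently after 1 h at ambient temperature; 100 microM adenosine served as plate-quality control.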
RXFP1 ag: qHTS Assay for Agonists of the Relaxin Receptor RXFP1; 0.3% of 370,000 active; Potency, µM (top dose mostly 57.5 µM), for the others: at the highest dose activation, actives largely listed as activators; HEK293T-RXFP1 cAMP TR-FRET, 30 min; response scale: percent of porcine relaxin response, buffer zero; Relaxin receptor 1 (Homo sapiens), Q9HBX9; further: potency means the concentration at half of the fitted maximal effect; on the % scale 0 is the no-effect control and ±100 the full control effect; nearly all actives have a fitted effect of over 60% in size; many of its hits are not listed in these tables
Target sequence (Q9HBX9 whole entry, looked up): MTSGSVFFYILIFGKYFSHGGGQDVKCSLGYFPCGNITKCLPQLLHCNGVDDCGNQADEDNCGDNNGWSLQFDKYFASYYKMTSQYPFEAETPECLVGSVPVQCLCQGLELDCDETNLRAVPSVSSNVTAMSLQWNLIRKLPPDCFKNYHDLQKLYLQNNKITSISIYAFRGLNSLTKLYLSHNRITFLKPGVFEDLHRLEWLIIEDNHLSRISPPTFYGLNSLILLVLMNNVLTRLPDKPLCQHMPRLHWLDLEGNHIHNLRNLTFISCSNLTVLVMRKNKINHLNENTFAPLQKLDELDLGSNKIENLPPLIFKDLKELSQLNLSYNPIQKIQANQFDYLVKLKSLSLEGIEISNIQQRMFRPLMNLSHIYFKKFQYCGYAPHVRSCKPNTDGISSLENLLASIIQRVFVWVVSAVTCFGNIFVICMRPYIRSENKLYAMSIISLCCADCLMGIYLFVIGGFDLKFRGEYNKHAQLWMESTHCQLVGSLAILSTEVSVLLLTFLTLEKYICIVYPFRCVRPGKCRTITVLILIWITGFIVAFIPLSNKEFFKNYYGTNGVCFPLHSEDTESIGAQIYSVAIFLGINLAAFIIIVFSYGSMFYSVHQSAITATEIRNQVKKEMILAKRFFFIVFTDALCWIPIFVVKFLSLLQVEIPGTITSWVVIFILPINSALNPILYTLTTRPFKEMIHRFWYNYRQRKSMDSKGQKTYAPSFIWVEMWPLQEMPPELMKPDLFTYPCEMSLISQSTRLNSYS
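HEK293T cells stably expressing RXFP1 were pretreated with the PDE4 inhibitor Ro 20174, exposed to compounds for 30 min at 37C, lysed, and cAMP was read by TR-FRET. Data normalized to buffer (basal) and 29 nM porcine relaxin (100%).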
TrxR1 substrate: qHTS Assay for Substrates of Mammalian Selenoprotein Thioredoxin Reductase 1 (TrxR1): qHTS; purified TrxR1 substrate turnover, NADPH consumption readout; Potency, µM (titrated, usually from 114 µM), without a hit: top-dose activity change, negative = substrate turnover; 0.01% of 390,000 active; AID 588456, 2011; further: potency means the concentration at half of the fitted maximal effect; on the % scale 0 is the no-effect control and ±100 the full control effect; nearly all actives have a fitted effect of over 50% in size
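Rat TrxR1, dispensed at 90 nM, was prereduced with 400 uM NADPH (final) for 5 min at ~22 deg C, then incubated with compound 15 min before 400 uM selenite. A first-read NADPH fluorescence drop versus no-compound background flagged substrates.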
LDHA inh: qHTS assay for inhibitors of human lactate dehydrogenase. activity change, % (values are at about 110 or 230 µM). 0.15% of 480,000 active. purified LDHA, NADH/diaphorase-resazurin fluorescence; stronger effect = lower value. AID 1347041, 2019. L-lactate dehydrogenase A chain (Homo sapiens), P00338; in the data active means activity change below about -30%; inconclusive means mostly about -25% to -30%;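 further: plate controls were DMSO wells for no effect and wells without enzyme for full effect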
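Resorufin fluorescence (ex540/em590), read at 0 and 20 min after diaphorase/resazurin addition, reports the NADH left after a 5 min room-temperature reaction of 2 nM human LDH5 with 0.06 mM NADH and 0.2 mM pyruvate.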
Glioma ERSR ind: qHTS for Inducers of the Endoplasmic Reticulum Stress Response (ERSR) in Human Glioma: qHTS; U87-MG GRP78 promoter luciferase reporter, 16 h; Potency, µM, for the others: at the highest dose activation, hits mostly activators; 0.02% of 420,000 active; further: potency means the concentration at half of the fitted maximal effect; series mostly up to about 76 µM; % of control where 0% means no effect; nearly all actives have a fitted effect of over 35% in size
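ERSR induction read as luciferase luminescence (Bright-Glo, 10 min at room temperature) in stably transfected human U87-MG glioma cells exposed to compounds for 16 h, using GRP78 as sensor.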
mIDH1 inhibitor: qHTS for Inhibitors of mutant isocitrate dehydrogenase 1 (IDH1): qHTS | IDH1-R132H enzyme, NADPH consumption, diaphorase/resazurin fluorescence | Isocitrate dehydrogenase [NADP] cytoplasmic (Homo sapiens), O75874 | 0.093% of 390,000 active | Potency, µM (doses to about 76.6 µM), for inactives: at the top dose activity change, negative = inhibition, actives largely listed as inhibitors; further: potency means the concentration at half of the fitted maximal effect; on the % scale 0 is the no-effect control and ±100 the full control effect; nearly all actives have a fitted effect of over 65% in size
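IDH1-R132H (0.5 ug/mL dispensed) in pH 7.5 Tris buffer was preincubated 30 min with compound, then given a substrate mix of 0.016 mM NADPH and 2 mM alpha-KG for 80 min at room temperature; remaining NADPH was read by diaphorase/resazurin fluorescence.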
Vif-APOBEC3F blk: qHTS for Inhibitors of Vif-A3F Interactions: qHTS; Potency, µM (highest dose often 46.1 µM), without a hit: at the highest dose activity, negative = active; 0.2% of 390,000 active; AID 602313, 2012; HeLa A3F-eYFP + Vif (tagged APOBEC3F with the HIV-1 protein that degrades it), YFP fluorescence increase; further: potency means the concentration at half of the fitted maximal effect; % of control where 0% means no effect; nearly all actives have a fitted effect of over 65% in size
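HeLa cells stably expressing Vif plus C-terminally eYFP-tagged A3F were seeded, incubated overnight at 37 deg C, dosed with compound, incubated overnight again at 37 deg C. Yellow fluorescence (Ex 488/Em 500-530) reported blocked Vif-mediated A3F-eYFP degradation.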
USP1-UAF1 inh: Inhibitors of USP1/UAF1: Primary Screen. recombinant USP1/UAF1, Ub-Rhodamine cleavage fluorescence. Potency, µM (series often up to 57.1 µM), for the others: top-dose activity change, negative = inhibition, hits mostly inhibitors. 0.23% of 390,000 active. AID 743255, 2014; further: potency means the concentration at half of the fitted maximal effect; on the % scale 0 is the no-effect control and ±100 the full control effect; nearly all actives have a fitted effect of over 60% in size; inactives centre near -12
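In this screen, compounds sit with the deubiquitinase complex (1nM) for 15 min at room temperature before Ub-Rho is added at 150nM final. Fluorescence rise is then followed for 6 reads every 60 seconds.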
Vif-APOBEC3G blk: qHTS for Inhibitors of Vif-A3G Interactions: qHTS. DNA dC->dU-editing enzyme APOBEC-3G (Homo sapiens), Q9HC16. HeLa A3G-eYFP + Vif (tagged APOBEC3G with the HIV-1 protein that degrades it), YFP fluorescence, overnight. Potency, µM (top dose mostly 46.1 µM), inactives show top-dose activity, negative = active, most hits filed as inhibitors. 0.076% of 410,000 active;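 further: potency means the concentration at half of the fitted maximal effect; on the % scale 0 is the no-effect control and ±100 the full control effect; nearly all actives have a fitted effect of over 60% in size; hits raise eYFP signal because A3G escapes Vif-driven loss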
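HeLa cells stably expressing Vif and C-terminally eYFP-tagged A3G, seeded overnight at 37 deg C, then exposed to compound by pintool overnight at 37 deg C. Rise in yellow fluorescence (Ex 488/Em 500-530, Acumen) marks blocked Vif-driven A3G degradation.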
An asterisk follows results filed as active; u = inconclusive; x = not tested or not shown; [ ] = remark or other dose. Unless noted, the call rests on the fitted dose curve; in most records, active means well fitted curve in the direction sought with a large enough effect; inconclusive means small, poorly fitted or top-dose-only effect, or another doubt; inactive means no such curve, though single readings can be large; an effect the other way counts as inactive or inconclusive. The list is partial; the hit share may differ from the screen's.

SMILES | PI4K2A block | RXFP1 ag | TrxR1 substrate | LDHA inh | Glioma ERSR ind | mIDH1 inhibitor | Vif-APOBEC3F blk | USP1-UAF1 inh | Vif-APOBEC3G blk
O=Cc1cc([N+](=O)[O-])ccc1N1CCN(Cc2ccc3c(c2)OCO3)CC1 | 2.1 | 1.2% | -10.1% | 1.9 | -3.6% | -5.4% | 5.8% | -9.2% | 1.5%
O=C(CN1C(=O)COc2ccc(S(=O)(=O)NC3CCCC3)cc21)Nc1ccc(F)c(Cl)c1 | 3.0 | 4.5% | -2.2% | 8.0 | -0.4% | -23.9% | -7.3% | -18.5% | -2.8%
Cc1ccc2c(=O)c(C(=O)c3cccc(Cl)c3)cn(CC(=O)NCc3ccccc3)c2n1 | -0.7 | u | -7.2%[57.1 µM] | -10.4 | -2.3% | -15.4% | -21.7% | -5.5% | -0.1%
COc1ccc(NC(=O)CCC2COc3ccccc3O2)c(OC)c1 (configuration not stated) | -0.9 | 1.3% | -6.2% | 0.5 | -0.2% | 8.2% | -4.9% | 1.0% | 3.0%
O=C(c1ccccc1)N(Cc1ccc(F)cc1)Cc1nc2ccccc2c(=O)[nH]1 | 5.6 | 1.1% | 4.5%[57.1 µM] | 0.0 | -3.3% | 0.1% | -3.0% | -5.1% | -13.8%
CN(C(=O)c1ccccc1C(=O)OCC(=O)c1ccccc1)c1ccccc1 | -15.0 | 2.0% | 4.5% | -0.4 | -0.4% | 1.5% | -1.2% | -20.8% | -2.8%
N#CCCCSc1nnc(CSc2nc3ccccc3s2)n1-c1ccccc1 | 4.3 | 1.2% | -4.9% | -2.3 | -2.9% | 4.0% | -1.6% | 7.5% | 4.5%
NC(=O)C1CCCN(C(=O)CCCNC(=O)c2ccc(Cl)cc2)C1 (configuration not stated) | -1.5 | 5.1% | -0.4% | 0.6 | -6.2% | -3.9% | 10.5% | -17.2% | 0.8%
Cc1cccc2c(=O)c(Br)c(C)n(Cc3ccccc3)c12 | 1.9 | -2.6% | 6.8%[11.4 µM] | -4.9 | -4.1% | -3.0% | 3.2% | -8.8% | -2.6%
CCCc1cc(=O)n2[nH]c(NCc3ccc(OC)c(OC)c3)nc2n1 | -12.6 | -0.5% | 7.9% | -6.7 | -3.7% | -1.8% | 0.1% | -9.8% | 3.5%
Cc1ccc(SCC(=O)OCC(=O)N(CC(C)C)c2c(N)n(Cc3ccccc3)c(=O)[nH]c2=O)c(C)c1 | -0.2 | 0.2% | 7.6% | -3.0 | -11.9% | 2.7% | -28.1% | -10.5% | u
OC(COC1CCCCC1)CN1CCCCC1 (configuration not stated) | 3.1 | 2.6% | 0.0% | -18.6 | -5.3% | 4.8% | -5.2% | -5.4% | 4.3%
CN(CC(=O)N1CCCC1)S(=O)(=O)c1cccc(Cl)c1 | -2.6 | -1.0% | 7.0% | -4.0 | -0.6% | -7.7% | 1.4% | -10.3% | -0.6%
CCOC(=O)c1cc(OC(=O)c2ccc(C)cc2)n(-c2ccccc2)n1 | 0.9 | 0.3% | 5.5% | 2.6 | -1.0% | 9.0% | 0.5% | -22.6% | 1.7%
Nc1nc(CSCCO)nc(Nc2ccccc2)n1 | 4.7 | 1.2% | 4.1% | 1.5 | -0.5% | 1.3% | -5.3% | -2.6% | -6.0%
O=S(=O)(Nc1ccon1)c1cc(Cl)ccc1Cl | -6.5 | -0.3% | 3.3% | -0.6 | 7.1% | 14.0% | 1.3% | -13.3% | -1.6%
CC(C)C(NS(=O)(=O)c1ccc2c3c(cccc13)C(=O)N2)C(=O)O (configuration not stated) | 2.2 | 3.7% | 44.4%[activator] | 1.7 | -0.7% | 12.8% | -3.1% | u | -1.9%
CC(NC(=O)CSc1nc2ccc(N)cc2s1)c1ccccc1 (configuration not stated) | 1.9 | 4.5% | 3.5%[57.1 µM] | -1.0 | 5.5% | 0.0% | -8.0% | -7.1% | -0.5%
COc1ccc(CN2CCn3ncc(C(=O)Nc4ccccc4)c3C2=O)cc1 | 8.8 | -3.8% | 4.8%[11.4 µM] | -7.2 | 0.7% | 1.5% | 1.5% | 6.5% | -0.4%
N#Cc1c(N2CCN(c3ccc(F)cc3)CC2)nc(N)c2c(N)nc3c(c12)CC(=O)N3C1CC1 | -2.4 | 5.5% | 7.7%[57.1 µM] | 13.5 | -7.7% | 2.5% | 2.2% | -15.4% | -4.7%
COc1cccc(-c2ccc3c(N)c(C(=O)c4ccc(Br)cc4)sc3n2)c1 | -4.1 | 7.1% | -0.4% | -14.7 | -2.9% | 2.0% | 7.94µM* | -14.5% | u
CCn1c(SCC(=O)Nc2ccccc2N2CCCCC2)nc2c1c(=O)n(C)c(=O)n2C | 10.4 | -1.2% | -4.6% | 2.9 | -1.6% | 9.0% | -10.6% | -4.2% | -5.8%
CC(Sc1c[nH]c2ccccc12)C(=O)O (configuration not stated) | -1.4 | -1.0% | 2.7% | -1.7 | -2.9% | -8.5% | 2.4% | 1.1% | -5.0%
COc1ccc(CC(=O)OCC(=O)Nc2ccc(Cl)c(S(=O)(=O)N(C)C)c2)cc1 | -2.7 | 2.8% | -2.9% | 0.0 | -4.4% | 0.9% | -13.3% | -22.3% | -2.3%
O=C1Nc2ccccc2N=C(c2ccccc2)C1N(C(=O)c1ccnc2ccccc12)c1ccccc1 (configuration not stated) | -1.7 | x | x | -4.1 | -1.0% | x | x | x | -6.9%
CCOC(=O)N1CCC(NC(=O)C2CCCN(Cc3nc(-c4cccc(C)c4)oc3C)C2)CC1 (configuration not stated) | 1.7 | -2.6% | 6.4% | -1.9 | -6.6% | 5.2% | 0.2% | -19.2% | 8.9%
COc1ccc(C(Nc2cc(C)ccn2)c2ccc3ccc(C)nc3c2O)cc1 (configuration not stated) | -6.9 | 0.1% | 3.0% | 2.6 | -3.0% | 3.1% | 7.8% | -17.9% | 9.1%
Cc1noc(/C=C/c2ccco2)c1S(=O)(=O)N1CCC(C(=O)N2CCc3ccccc32)CC1 | u | 0.8% | 5.8%[57.1 µM] | 1.5 | -1.9% | 12.8% | 0.1% | -24.0% | -0.5%
CC(C)NC(=O)C1CCN(C2CCN(C(=O)Cc3ccc4c(c3)OCO4)CC2)CC1 | -1.7 | 0.6% | 3.6%[57.1 µM] | -0.2 | -2.8% | 8.3% | 9.9% | -25.2% | 0.8%
COc1cc(-c2nnc(COC(=O)CSc3cc(C)c4ccccc4n3)o2)cc(OC)c1OC | -1.3 | 2.1% | -6.4% | 4.4 | -3.0% | 2.9% | -2.4% | -12.1% | -6.2%
COc1ccc(C(=O)N/N=C\c2ccc(OC)c(COc3ccccc3Br)c2)c(OC)c1 | -1.7 | 1.1% | 7.4% | 3.0 | -3.9% | 0.2% | 1.8% | -19.5% | -28.4%
CC(OC(=O)/C=C/c1ccc2ccccc2n1)C(=O)NCc1ccccc1 (configuration not stated) | 3.8 | 4.5% | -3.7% | 1.5 | 2.3% | 1.9% | 0.1% | -3.6% | -7.1%
C/C(=N\NC(=O)c1ccn(C)n1)c1ccco1 | -2.7 | 1.2% | -3.0% | -13.4 | -2.8% | 5.9% | u | -1.4% | -0.7%
CCOC(=O)Cn1c(=O)oc2cc(S(=O)(=O)NC(C)(C)CC)ccc21 | 1.7 | -2.1% | -13.0% | -5.1 | 1.0% | 6.3% | 2.5% | -11.0% | 1.2%
Cc1nn(-c2ccccc2)c(N)c1N=Nc1cccc(S(=O)(=O)N2CCOCC2)c1 | -2.2 | -1.2% | -9.5% | -3.3 | -3.1% | 0.6% | u | -21.1% | u
CCN(CC)S(=O)(=O)c1ccc2c(c1)N(CC(=O)NCCc1ccc(S(N)(=O)=O)cc1)C(=O)CO2 | 0.5 | 4.2% | 14.8%[57.1 µM] | -13.3 | -4.2% | 14.9% | -0.4% | -6.8% | -0.2%
Cc1cccc(C(=O)Nc2ccc3ccccc3c2)c1 | 0.7 | -0.4% | -6.3% | 0.8 | -0.4% | 0.4% | -10.3% | -14.0% | -8.6%
Cc1ccccc1NC(=S)NCCSc1ccc(Cl)cc1 | 3.2 | 2.0% | -2.7%[57.1 µM] | -11.8 | -1.3% | 0.8% | -2.9% | -12.9% | -0.4%
CC(C)c1ccccc1NC(=S)NCCCn1ccnc1 | -4.1 | 1.3% | 6.5% | -2.1 | 1.2% | -0.5% | 4.6% | -22.6% | 5.0%
O=C(CSc1nnc(CNc2ccc(F)cc2)n1-c1ccccc1)N1CCOCC1 | 4.6 | -3.4% | 2.7% | 5.7 | -2.9% | 5.9% | 2.7% | -8.9% | 3.8%

Bioassay records deposited in PubChem by National Center for Advancing Translational Sciences (NCATS).
